Compound activity deposited in PubChem BioAssay by National Center for Advancing Translational Sciences (NCATS).
GPT2 inh: blocks human glutamate pyruvate transaminase 2. Q8TD30. Recombinant GPT2, coupled pyruvate oxidase/HRP Amplex Red fluorescence. Potency, µM (series often up to 57.7 µM), for inactives: at the highest dose activity change, negative = inhibition, most hits filed as inhibitors. 0.25% of 100,000 active; further: potency means the concentration at half of the fitted maximal effect; nearly all actives have a fitted effect of over 60% in size; many of its hits are not listed in these tables
Target sequence (Q8TD30 whole entry, looked up): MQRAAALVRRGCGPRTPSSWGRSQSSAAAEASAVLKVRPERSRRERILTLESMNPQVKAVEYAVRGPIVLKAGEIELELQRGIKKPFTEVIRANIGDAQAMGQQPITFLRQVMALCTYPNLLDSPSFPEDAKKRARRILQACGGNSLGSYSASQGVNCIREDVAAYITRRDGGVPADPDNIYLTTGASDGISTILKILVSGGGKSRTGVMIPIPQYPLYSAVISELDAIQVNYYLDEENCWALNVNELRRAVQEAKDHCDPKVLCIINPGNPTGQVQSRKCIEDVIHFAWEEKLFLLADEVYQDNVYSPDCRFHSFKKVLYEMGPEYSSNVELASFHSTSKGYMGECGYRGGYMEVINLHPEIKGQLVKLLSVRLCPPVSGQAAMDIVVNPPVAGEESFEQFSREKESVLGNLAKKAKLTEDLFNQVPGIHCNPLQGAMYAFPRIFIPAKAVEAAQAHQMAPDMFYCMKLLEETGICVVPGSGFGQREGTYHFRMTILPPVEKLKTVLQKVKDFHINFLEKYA
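Fluorescence read-out: pyruvate from GPT2 turnover coupled to pyruvate oxidase, HRP and Amplex Red (0.2mM ThPP, 0.2U/mL PO and HRP, 50uM Amplex final). Substrates 250uM a-KG, 2mM L-alanine; enzyme 10ng/uL; 30 min RT.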
HEK293 tox: kills HEK 293 cells; Potency, µM (highest dose often 115 µM), for the others: top-dose activity change, negative = cytotoxicity, actives largely listed as inhibitors; 6.6% of 94,000 active; HEK 293 viability, ATP luminescence (CellTiter-Glo), 48-72 h; further: potency means the concentration at half of the fitted maximal effect; nearly all actives have a fitted effect of over 60% in size
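Cytotoxicity was scored by loss of ATP-coupled luminescence (CellTiter-Glo) in HEK 293 cells. Compound treatment ran 48 or 72 hr at 37 degree Celsius, 5% CO2, 95% humidity.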
3T3 cytotox: cytotoxic compounds in NIH 3T3 cells. 4.3% of 94,000 active. Potency, µM (titrated, usually from 96.7 µM), for the others: top-dose activity change, negative = cytotoxicity, most hits filed as inhibitors. AID 1345082. NIH 3T3 viability, CellTiter-Glo ATP luminescence, 48-72 h; further: potency means the concentration at half of the fitted maximal effect; nearly all actives have a fitted effect of over 55% in size
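ATP-dependent luminescence (CellTiter-Glo) served as the viability signal for NIH 3T3 cells treated with compound for 48 or 72 hr at 37 °C.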
HEK293 viab: cell viability loss counter-screen | HEK-293-SNCA-luc viability, GF-AFC fluorescence, 24 h | Potency, µM (series often up to 57.1 µM), inactives show at the top dose activity change, negative = cytotoxicity, actives largely listed as cytotoxic | 0.12% of 150,000 active;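 further: potency means the concentration at half of the fitted maximal effect; 0% = DMSO-treated cells and -100% = medium-only wells without cells; nearly all actives have a fitted effect of over 30% in size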
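HEK-293-SNCA-luc cells (1500/well) plated 24 h, then exposed 24 h to a dilution series; GF-AFC added 30 min at 37C, fluorescence 405/540 nm; normalised to medium-only and DMSO wells, Hill fit.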
SNCA expr inhib: SNCA gene expression inhibition; Potency, µM (series often up to 57.2 µM), for inactives: at the top dose activity change, negative = inhibition, usual class: inhibitors; 0.17% of 140,000 active; HEK-293 SNCA-luciferase knock-in, luminescence, 24 h;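 further: potency means the concentration at half of the fitted maximal effect; plate controls were DMSO cells for no effect and cell-free wells for full effect; nearly all actives have a fitted effect of over 45% in size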
IP6K1 inh: blocks human inositol hexakisphosphate kinase 1; Q92551; IP6K1 kinase, ADP-Glo luminescence, 2 h; stronger effect = lower value; activity change, % (series mostly up to about 58 µM); 0.81% of 140,000 active; AID 1645851; in the data active means activity change below about -25%
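ADP-Glo luminescence measures ADP made by human IP6K1 during a 2 h RT reaction with ATP/IP6 (mix at 1.3 mM/130 uM); top library doses 57.5 and 19.1 uM final.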
FLuc inh: Photinus pyralis luciferase inhibition | P08659 | AID 1347043 | 2.5% of 76,000 active | purified P. pyralis luciferase, luminescence, biochemical | Potency, µM (titrated, usually from 115 µM), inactives show at the top dose activity change, negative = inhibition, hits mostly inhibitors; further: potency means the concentration at half of the fitted maximal effect; nearly all actives have a fitted effect of over 65% in size
Target sequence (P08659 whole entry, looked up): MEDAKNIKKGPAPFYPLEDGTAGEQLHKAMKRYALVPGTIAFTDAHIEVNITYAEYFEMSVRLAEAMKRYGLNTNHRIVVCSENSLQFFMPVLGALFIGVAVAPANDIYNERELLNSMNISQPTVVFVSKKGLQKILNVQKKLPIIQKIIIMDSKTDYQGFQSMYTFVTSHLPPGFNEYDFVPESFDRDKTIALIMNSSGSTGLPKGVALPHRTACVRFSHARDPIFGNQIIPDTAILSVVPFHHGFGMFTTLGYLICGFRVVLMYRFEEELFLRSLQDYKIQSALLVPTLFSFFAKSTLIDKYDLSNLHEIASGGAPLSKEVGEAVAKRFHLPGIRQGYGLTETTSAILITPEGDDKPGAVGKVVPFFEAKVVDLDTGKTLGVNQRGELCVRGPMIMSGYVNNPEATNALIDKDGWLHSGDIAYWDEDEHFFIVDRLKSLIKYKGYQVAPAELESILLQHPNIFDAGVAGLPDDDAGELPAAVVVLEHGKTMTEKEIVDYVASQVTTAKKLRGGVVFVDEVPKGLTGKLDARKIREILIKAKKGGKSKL
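Purified 10nM P. pyralis luciferase with 10uM D-luciferin and 10uM ATP in 50mM Tris acetate pH 7.5, 10mM Mg acetate, 0.01% Tween-20, 0.05% BSA. qHTS titration; luminescence read by CCD imager.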
Active calls of the source: *; i = inactive; ? = inconclusive; . = no result given; [ ] = remark or other dose. Unless noted, the call rests on the fitted dose curve; in most records, active means well fitted curve in the direction sought with a large enough effect; inconclusive means small, poorly fitted or top-dose-only effect, or another doubt; inactive means no such curve, though single readings can be large; an effect the other way counts as inactive or inconclusive. Unless noted, on the % scale 0 is the no-effect control and ±100 the full control effect. These rows are one share of the data, so the mix of outcomes need not match the whole.

| Structure | GPT2 inh | HEK293 tox | 3T3 cytotox | HEK293 viab | SNCA expr inhib | IP6K1 inh | FLuc inh |
| --- | --- | --- | --- | --- | --- | --- | --- |
| Cc1ccc(C)c(NC(=O)CN2CCCN(Cc3cccc(Cl)c3)S2(=O)=O)c1 | . | . | . | -0.7% | -4.6% | -10.8 | . |
| O=C(c1ccc(F)c(F)c1)N1CCC(Oc2ncccc2C(=O)N2CCCCC2)C1 (centres undefined) | -1.2% | 1.4% | ? | 15.3% | 6.7% | 21.4 | 9.7% |
| COCCNCc1ccc(-c2cc3nccc(Oc4ccc(NC(=S)NC(=O)Cc5ccc(F)cc5)cc4F)c3s2)nc1 | 0.2% | . | . | ? | . | -9.0 | . |
| CC(=O)N1CCCN(C(=O)c2c[nH]c3ncccc23)CC1 | -5.8%[88.5 µM] | -1.3%[172 µM] | 2.2%[138 µM] | 0.4%[87.6 µM] | -12.8%[87.6 µM] | 2.6 | -5.6%[172 µM] |
| O=C(NCC(F)(F)F)C1CCN(C(=O)c2ccc(-c3cccs3)cc2)CC1 | . | ? | ? | . | . | -11.0 | . |
| O=C([C@H]1CCC[C@H](O)C1)N1CCC(n2cnnc2)CC1 | 5.0%[11.5 µM] | -22.1% | i | -0.1% | -5.8% | 51.3 | 0.0% |
| Cc1ccccc1CNC(=O)C1CCCN(S(=O)(=O)N(C)c2ccc(F)cc2)C1 (centres undefined) | . | . | . | -14.7% | -21.4% | -1.0 | . |
| O=C(Nc1ccc(N2CCOCC2)cc1)[C@H]1CN(Cc2ccccc2)C[C@H]1C(=O)O | ? | -2.7% | -1.5% | 15.6% | 7.2% | 9.8 | -6.2% |
| COc1ccc(-n2cc(CN3C[C@@H](C)O[C@@H](C)C3)c(-c3cccc(F)c3)n2)cc1 | -6.0% | ? | -19.1% | -10.3% | -3.0% | 11.8 | -24.1% |
| Nc1ccc(C(=O)N2CCCn3nc(C(=O)Nc4ccccc4)cc3C2)cn1 | -12.0% | ? | -26.2% | 3.1% | 2.4% | 8.1 | 7.08µM* |
| COc1ccc(OCc2ccc(-c3nc(C#N)c(N4CCC(C(N)=O)CC4)o3)o2)cc1 | . | . | . | 10.8% | -20.3% | 24.1 | . |
| O=C(c1ccccc1)N1CCC(N2CCCOC2=O)CC1 | i | 3.8%[172 µM] | i | 6.3%[87.6 µM] | 7.7%[87.6 µM] | -14.5 | . |
| COc1cc(/C=C/c2cc(O)cc(O[C@@H]3O[C@H](CO)[C@@H](O)[C@H](O)[C@H]3O)c2)ccc1O | ? | . | . | -8.2%[23.9 µM] | . | 18.4 | . |
| Cc1cc(C)n(C)c(=O)c1C(=O)NC1CCCc2nc(-c3ccccc3)ncc21 (centres undefined) | 1.2% | i | 0.6% | -29.1% | -8.3% | -3.4 | -7.9% |
| OCc1cn(CC2CCN(c3ncnc4nc[nH]c34)CC2)nn1 | i | -3.7% | i | 1.1% | -13.0% | 3.6 | 3.9% |
| COc1ccc(CN2CCNc3cc(Nc4cccnc4)ncc3C2)cc1O | 0.5%[88.5 µM] | ? | ? | -22.0%[87.6 µM] | 17.0%[87.6 µM] | -21.3 | -10.8%[172 µM] |
| Cc1cccc(CN2CCc3nc(N(C)Cc4cccnc4)[nH]c(=O)c3CC2)c1 | i | ? | -24.7% | -12.2% | ? | 2.9 | -2.7% |
| N#Cc1cccc(CN2CCCC(CNS(=O)(=O)Cc3ccccc3)C2)c1 (centres undefined) | 3.9% | ? | -35.1% | -28.3% | -15.7% | 3.8 | -9.3% |
| CCCCCNC(=O)C1CCCN1Cc1ccc(-c2cccc(OC)c2)cc1 (centres undefined) | -21.8% | 22.4µM* | 39.8µM* | -6.6% | -26.0% | 1.5 | . |
| O=C([C@@H]1C[C@H](Oc2ccccc2)CN1C(=O)C1CCCCC1)N1CCOCC1 | i | -12.1% | -11.2% | ? | 3.6% | -1.2 | 4.8% |
| COCCO[C@H]1C(=O)N(C2CCN(C(=O)Nc3ccccc3)CC2)[C@H]1c1ccncc1 | i | -2.6% | -18.4% | -1.0% | 20.6% | 34.3 | 1.7% |
| Cc1nc(NC2CCCCC2)ncc1C(=O)O | i | 2.3% | -15.7% | ? | 11.4% | -11.9 | -14.6% |
| CC(=O)Nc1ccc(-c2nnc3n2CCN(C(=O)c2ccc(Cl)cc2)C3)cc1 | . | -0.8% | -9.6% | . | . | -12.5 | . |
| Cc1ccncc1C(=O)N1CCC(N2C(=O)C(OCC3CC3)C23CCOCC3)CC1 (centres undefined) | -20.1% | -1.7% | -8.7% | ? | 0.8% | 0.4 | -11.9% |
| CCCN(CC1CCOC1)S(=O)(=O)c1ccc(C)cc1C (centres undefined) | 4.8% | ? | -21.8% | -14.0% | 3.2% | 0.3 | -8.9% |
| O=C(NCCc1cn[nH]c1)[C@H]1CCC[C@@H](O)C1 | 0.5% | 4.8% | i | 5.8% | 31.4%[activator] | -1.0 | -7.7% |
| Cc1ncsc1CN1CCCCCNC(=O)CC1c1ccccc1 (centres undefined) | i | -15.2% | -7.6% | -3.5% | ? | 3.1 | -8.2% |
| CN(Cc1cccc(C(F)(F)F)c1)C(=O)C1(C)CCOCC1 | i | -27.4% | -17.1% | 6.6% | -6.0% | 2.7 | . |
| Cc1ccc(N(CC(=O)N[C@H]2C[C@@H]3OCC[C@H]23)S(C)(=O)=O)cc1 | ? | i | i | 0.3% | -3.2% | 4.2 | -2.3% |
| Cc1cc(C(=O)NC(C)c2nc3ccccc3[nH]2)cc(S(N)(=O)=O)c1C (centres undefined) | -23.5% | ? | -26.8% | 4.4% | ? | -2.9 | 6.8% |
| CCOC(=O)[C@@H]1[C@@H](OC)C(=O)N(C(C)C)C12CCN(C(=O)c1csc(-c3cccs3)n1)CC2 | . | ? | -29.5% | . | . | 5.4 | . |
| CC(C)CC(=O)Nc1nc2nc(-c3ccccc3)cc(=O)n2[nH]1 | . | . | . | 1.2% | 7.2% | -5.0 | . |
| Cc1nnc([C@H]2CCN(Cc3ccc(C#N)cc3)C2)o1 | -2.8%[88.5 µM] | -2.3%[230 µM] | -9.1%[230 µM] | -7.9%[87.6 µM] | 15.2%[87.6 µM] | 14.2 | -1.2%[230 µM] |
| CC(C)CCN(C)Cc1ccc(F)cc1 | i | ? | -16.1%[369 µM] | 7.1%[183 µM] | 2.1%[183 µM] | 0.8 | -10.1%[460 µM] |
| O=C(c1ccccc1)N1CC2(Cc3ccccc3NC2=O)C1 | i | -3.5%[172 µM] | -1.7%[138 µM] | -9.7%[87.6 µM] | 7.0%[87.6 µM] | 14.2 | . |
| CCOc1ccccc1NC(=O)N1CCc2cc(S(=O)(=O)N3CCC(C)CC3)ccc21 | . | . | . | -2.9% | -1.8% | -2.6 | . |
| COCC1CN(S(=O)(=O)Cc2cccc(F)c2)CC12CCNCC2 (centres undefined) | 1.2% | i | 2.0% | -15.8% | -0.1% | 18.7 | -1.0% |
| Cc1ccc(Nc2c(-c3ccc(N4CCOCC4)cc3)nc3ncccn23)c(C)c1 | . | . | . | 24.8% | 8.3% | 17.0 | . |
| CC(=O)Nc1ccc(S(=O)(=O)Nc2cc(-c3cn4ccccc4n3)ccc2C)cc1 | . | . | . | -9.6% | 145.4%[activator] | -7.5 | . |
| CC(C)C1=NOC2(CCN(C(=O)c3ccc(C(F)(F)F)cc3)C2)C1 (centres undefined) | i | -6.9% | -25.9% | -0.5% | -15.8% | 11.5 | . |
| CCOc1ccccc1C1NC(=O)N(CC(=O)Nc2ccc(F)cc2)C2=C1C(=O)OC2 (centres undefined) | -9.0% | -17.7% | ? | 0.8% | 0.2% | -6.7 | 2.9% |
| Cc1ccc(S(=O)(=O)c2nnn(CC(=O)Nc3ccccc3C)c2N)cc1 | . | . | . | -8.2% | -7.5% | 24.1 | . |
| CC(=O)NCC1Cn2cccc2CN1Cc1ccccc1 (centres undefined) | ? | ? | ? | 11.6% | 18.5% | 15.7 | -1.3% |
| O=C(c1ccncc1)N1CCCC2(CN[S+](=O)([O-])c3cccnc3N2)C1 (centres undefined) | . | i | -1.6% | . | . | 1.9 | . |
| CN(C)CCC(=O)N1Cc2ccccc2CC2(CCCN2Cc2cccnc2)C1 (centres undefined) | 0.4% | -0.1% | 4.2% | -4.4% | -13.2% | -11.4 | . |
| Cc1ccc(Cl)cc1N1CCN(C(=O)c2cnc3c(-c4ccc(F)cc4)c(C)nn3c2C)CC1 | . | . | . | -2.0% | -4.0% | -0.9 | . |
| CCCOC(=O)N1CCCC(c2nccn2CCCN(C)C)C1 (centres undefined) | 4.1% | i | 0.7% | 0.2% | -18.9% | 7.4 | 8.8% |
| Cc1ccc(-c2c(C(=O)N(C)Cc3ccccc3)oc(=O)c3ccccc23)cc1 | . | . | . | -14.6% | ? | 33.2 | . |
| CCC(C)NC(=O)c1cc2c(Cl)nc3ccc(C)cc3c2s1 (centres undefined) | . | . | . | 2.2% | -4.1% | 19.0 | . |
| CN1Cc2sccc2C(c2ccc(O)c(O)c2)C1 (centres undefined) | 3.98µM* | . | . | -18.2% | 14.5% | . | . |
| CCOc1ccccc1C(=O)N1CCN(Cc2ccc(=O)n(C)c2)CC1 | i | ? | 2.8% | 13.0% | -14.1% | 1.9 | -7.0% |
| CCC(=O)N1CCC(Oc2ccc(C(=O)N3CCOCC3)cn2)C1 (centres undefined) | i | ? | -14.0% | 5.9% | 20.2% | -0.2 | 0.0% |
| CCOc1ccc(CCNC(=O)Cn2nc(C)n3c(cc4occc43)c2=O)cc1OCC | . | . | . | 6.6% | -8.5% | -6.3 | . |
| CC[C@H]1CN(C(=O)N2CCOCC2)CC[C@H]1CC(=O)Nc1nccs1 | -10.3%[88.5 µM] | ? | 50.1µM* | 1.5%[87.6 µM] | -1.3%[87.6 µM] | -2.2 | -1.7%[172 µM] |
| COc1ccc(-c2cn3c(n2)sc2cc(C(=O)NCc4ccccc4)ccc23)cc1 | . | . | . | -5.5% | 77.7%[activator] | -8.9 | . |
| CCC(=O)Nc1ccccc1-c1nc2ccccc2n(Cc2cccc(Br)c2)c1=O | . | . | . | -10.6% | -13.2% | -7.4 | . |
| Cc1cc(C)n(CC(=O)NCC2(C)CCOCC2)n1 | -2.3% | -3.7% | 2.7% | -6.8% | 4.9% | -0.1 | -12.5% |
| CCCS(=O)(=O)N[C@@H]1CN(Cc2cccnc2)C[C@H]1CN(C)C | i | -15.1% | -12.3% | 0.2% | -6.1% | 2.2 | -9.4% |
